From PubChem BioAssay
S1P4 antag = antagonists of human S1P4 receptor | O95977 | S1P4-expressing cells, antagonist mode, reporter read-out | inhibition, % at 4.98 µM | 220,000 compounds, 0.26% hits; in the data active = inhibition above about 29%;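 also: 0% = wells stimulated with agonist and 100% = vehicle wells without agonist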
BaF3 parental = reduces parental Ba/F3 cell viability, JAK2V617F counter-screen | 220,000 compounds, 1.1% hits | CellTiter-Glo ATP luminescence | inhibition, % at 5.6 µM | AID 1486;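 active = inhibition above a per-campaign cutoff, the mean inhibition of all tested compounds plus 3 SD, cut at about 27% in these data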;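 also: 0% = DMSO wells and 100% = JAK Inhibitor I control wells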
eIF4E 4G PPI = inhibitors of eIF4E and eIF4G interaction in translation initiation | P63073+Q04637 | AID 782 | inhibition, % at 21.7 µM | 220,000 compounds, 0.37% hits | TR-FRET eIF4E-eIF4GI(517-606) binding, 2 h;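 active = inhibition above about 30%, limit read from the data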;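 also: 0% = full FRET control wells and 100% = background wells lacking eIF4GI fragment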
S1P4 agonist = human S1P4 receptor agonism; S1P4-expressing cell line, agonist reporter assay; activation, % at 4.98 µM; 220,000 compounds, 0.35% hits; AID 1509; in the data active = activation above about 11%;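 also: 0% = DMSO vehicle and 100% = reference agonist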
PERK inh = inhibitors of human PERK kinase | 220,000 compounds, 0.17% hits | CHO PERK-DD fusion, SEAP luminescence translation reporter | inhibition, % at 5.6 µM | Q9NZJ5;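 active = inhibition above the mean inhibition of all tested compounds plus 3 SD, set separately per screening campaign, cut at about 2.9% in these data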;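 also: PERK kinase domain activated by AP20187 dimerizer at 100 nM; 0% = DMSO with dimerizer and 100% = rapamycin at 8.4 µM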
Wee1 stabilizer = blocks degradation of human Wee1 kinase; 220,000 compounds, 1.2% hits; HeLa Luc-Wee1K328M stability, luciferase luminescence; 100% = proteasome inhibitor MG132 effect; reporter increase, % at 5 µM; P30291;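 active = activation above the mean of all tested compounds plus 3 SD, set per screening run, cut at about 8.8% in these data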;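 also: cells exposed to compound for 20 h before luminescence read; 0% = DMSO alone and 100% = MG132 at 30 µM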
Ba/F3 V617F tox = lowers viability of Ba/F3 cells expressing EpoR and JAK2V617F | ATP luminescence | inhibition, % at 5.6 µM | 220,000 compounds, 1.1% hits | AID 1446;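 active = inhibition above the campaign mean plus 3 SD over all tested compounds, cut at about 24% in these data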;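 also: cytokine-independent growth of Ba/F3 cells driven by EpoR plus mutant JAK2; 0% = DMSO-treated cells and 100% = JAK inhibitor I control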
NPY2 pot ag = potentiators or agonists of human neuropeptide Y receptor Y2; AID 1359; activation, % at 3.6 µM; cells expressing NPY-Y2, potentiator/agonist read-out; P49146; 220,000 compounds, 0.45% hits; in the data active = activation above about 27%;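 also: cells stimulated with NPY near EC25 plus isoproterenol at EC100; 0% = vehicle plus submaximal agonist and 100% = vehicle plus saturating agonist; some results beyond the cut were filed as inactive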
Target sequence (P49146 whole entry, looked up): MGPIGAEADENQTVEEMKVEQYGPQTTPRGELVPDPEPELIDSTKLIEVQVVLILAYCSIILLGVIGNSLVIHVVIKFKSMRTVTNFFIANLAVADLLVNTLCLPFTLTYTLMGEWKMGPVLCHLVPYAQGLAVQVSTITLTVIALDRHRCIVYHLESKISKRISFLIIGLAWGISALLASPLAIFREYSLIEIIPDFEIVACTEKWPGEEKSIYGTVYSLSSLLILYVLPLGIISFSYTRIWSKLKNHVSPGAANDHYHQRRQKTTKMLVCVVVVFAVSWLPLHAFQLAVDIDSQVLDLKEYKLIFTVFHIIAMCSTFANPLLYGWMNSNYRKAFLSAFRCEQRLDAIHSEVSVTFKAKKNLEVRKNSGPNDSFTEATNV
Mdm2 ligase inh = blocks human Mdm2 ubiquitin ligase activity | cell-based MDM2 ubiquitination luciferase reporter, 2 h; 0 = plate control, 100 = twice control, blank-subtracted | signal enhancement, % at 5 µM | 210,000 compounds, 0.11% hits | AID 1230;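 active = signal enhancement of 30% or more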;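 also: luminescence tracks abundance of the self-degrading MDM2-luciferase fusion protein; higher signal means inhibition of MDM2 E3 ligase activity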
Target sequence (Q00987 whole entry, looked up, the tested form may be a part): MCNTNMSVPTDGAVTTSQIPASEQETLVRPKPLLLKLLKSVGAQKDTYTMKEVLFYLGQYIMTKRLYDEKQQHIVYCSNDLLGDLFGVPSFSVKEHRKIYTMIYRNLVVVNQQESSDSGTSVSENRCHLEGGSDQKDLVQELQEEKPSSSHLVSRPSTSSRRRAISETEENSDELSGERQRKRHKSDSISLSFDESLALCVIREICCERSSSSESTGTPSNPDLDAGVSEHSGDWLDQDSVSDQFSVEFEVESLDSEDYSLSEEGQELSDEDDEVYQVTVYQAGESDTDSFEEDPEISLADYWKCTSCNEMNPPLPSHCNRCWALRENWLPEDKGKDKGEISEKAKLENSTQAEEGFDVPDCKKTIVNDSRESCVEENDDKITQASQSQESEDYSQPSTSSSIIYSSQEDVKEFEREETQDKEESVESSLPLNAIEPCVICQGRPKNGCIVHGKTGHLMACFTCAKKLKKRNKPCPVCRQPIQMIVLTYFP
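Test system: stable mammalian line carrying autodegrading MDM2–luciferase fusion reporter; quantity: 2000 cells in each well; times: 4 h cell settling then 2 h compound exposure, 37 °C; detection: luminescence with SteadyLite reagent, 15 min at room temperature; evaluation: percent signal gain over controls, blank-subtracted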
Active calls of the source: *; x = not tested or not shown; [ ] = another dose, or the depositor's remark.

SMILES | S1P4 antag | BaF3 parental | eIF4E 4G PPI | S1P4 agonist | PERK inh | Wee1 stabilizer | Ba/F3 V617F tox | NPY2 pot ag | Mdm2 ligase inh
CC1CCN(c2nc(-c3ccc(F)cc3)cc(C(F)(F)F)n2)CC1 | -12 | 10 | 3 | -0.3 | 0.4 | -2 | 2 | -6 | -12
Cc1nn(-c2cccc(C(=O)O)c2)c(C)c1[N+](=O)[O-] | 4 | -2 | 0 | -0.9 | 0.9 | 5 | -4 | -11 | -12
CCc1nnc(NC(=O)c2cc3ccccc3oc2=O)s1 | 0 | -2 | 20[fluorescence artefact?] | -1.8 | 1.0 | -4 | -4 | 20 | -3
CCN(CC)C(=O)Cn1cnc2sc(C(=O)Nc3cc(OC)c(OC)c(OC)c3)c(C)c2c1=O | -7 | 4 | 6 | -0.2 | -0.7 | 3 | -2 | 10 | -28
COc1ccccc1-c1ccc(=O)n(CC(=O)NC(C)(C)C)n1 | -1 | 5 | -5 | 0.2 | 0.1 | -2 | 1 | 3 | -17
CC(C)Cc1nc(C(N)=O)c2[nH]c(=O)n(-c3ccc(F)cc3)c2n1 | -14 | 4 | -2 | -0.1 | 0.2 | -3 | -2 | -4 | -2
COC(=O)COc1ccc(C2NC(=O)NC(c3ccccc3)=C2C(C)=O)cc1OC (centres undefined) | 9 | 2 | -1[fluorescence artefact?] | -2.2 | 1.1 | -1 | 0 | 0 | -4
O=C(NC(=S)Nn1cnc2c(cnn2-c2ccccc2)c1=O)c1ccc(Oc2ccccc2)cc1 | 4 | 7 | -2 | 0.7 | 0.5 | 7 | -2 | -6 | -8
Cc1ccc(-c2nnn(CCC(=O)Nc3ccc4c(c3)OCO4)n2)cc1 | -17 | -1 | -2 | -1.3 | 0.8 | 2 | -2 | -3 | -12
CCc1ccc(C(=O)N/N=C/c2ccc(Cl)cc2Cl)nc1 | -7 | 8 | 4 | 0.7 | 0.2 | 3 | 3 | -2 | -6

Pulled by compound from the entries so far, 5 records:
SMILES | S1P4 antag | BaF3 parental | eIF4E 4G PPI | S1P4 agonist | PERK inh | Wee1 stabilizer | Ba/F3 V617F tox | NPY2 pot ag | Mdm2 ligase inh
COC(=O)COc1ccc(C2NC(=O)NC(c3ccccc3)=C2C(C)=O)cc1OC (centres undefined) | 9 | 2 | -1[fluorescence artefact?] | -2.2 | 1.1 | -1 | 0 | 0 | -4
Cc1ccc(-c2nnn(CCC(=O)Nc3ccc4c(c3)OCO4)n2)cc1 | -17 | -1 | -2 | -1.3 | 0.8 | 2 | -2 | -3 | -12
Cc1nn(-c2cccc(C(=O)O)c2)c(C)c1[N+](=O)[O-] | 4 | -2 | 0 | -0.9 | 0.9 | 5 | -4 | -11 | -12
COc1ccccc1-c1ccc(=O)n(CC(=O)NC(C)(C)C)n1 | -1 | 5 | -5 | 0.2 | 0.1 | -2 | 1 | 3 | -17
CC1CCN(c2nc(-c3ccc(F)cc3)cc(C(F)(F)F)n2)CC1 | -12 | 10 | 3 | -0.3 | 0.4 | -2 | 2 | -6 | -12

The results go on.
SMILES | S1P4 antag | BaF3 parental | eIF4E 4G PPI | S1P4 agonist | PERK inh | Wee1 stabilizer | Ba/F3 V617F tox | NPY2 pot ag | Mdm2 ligase inh
COc1ccc(CN(C)CCc2ccccn2)c(OC)c1OC | 7 | 1 | x | 1.7 | -0.2 | 0 | -1 | 6 | -14
CC1CCC(C(=O)NC(C(=O)NCCN2CCC(C)CC2)C(C)C)CC1 (centres undefined) | -6 | 6 | -6[fluorescence artefact?] | -0.2 | 0.5 | 1 | -1 | -7 | -12
Cc1ccc(NC2SC(=O)N(CC(=O)O)C2=O)cc1 (centres undefined) | -5 | 2 | -6[fluorescence artefact?] | 1.2 | 0.0 | 0 | -2 | -3 | -8
O=C(Nc1ccccc1)NC1CCS(=O)(=O)C1 (centres undefined) | -12 | 1 | 5[fluorescence artefact?] | -2.1 | 1.1 | -1 | -6 | -1 | -5
CCc1ccc(C2CC(=O)N(c3cccc(F)c3)C3=C2C(=O)OC3)cc1 (centres undefined) | -20 | 6 | 2 | 1.4 | 0.6 | 1 | 2 | 0 | 14
CC[N+]1(CC)CC2=Cc3c(ccc4ccccc34)CC2C1 (centres undefined) | -4 | 61* | 1 | -1.6 | 0.4 | -1 | 70* | 5 | -6
CCN(C(=O)COc1ncnc2sccc12)c1ccccc1 | -13 | 7 | 1 | 0.8 | 0.5 | 0 | 1 | -8 | -9
O=C(NC(Cc1ccccc1)C(=O)O)OCc1ccccc1 (centres undefined) | -8 | 6 | -5 | 1.1 | 0.8 | -3 | -3 | -7 | 4
Cc1cc(N=Cc2cc(Br)ccc2O)no1 | -24 | 2 | -4 | 1.0 | -0.4 | -1 | 1 | 1 | -1
Cc1ccc(/C=C/C(=O)N2CCN(S(=O)(=O)c3ccc(C)c(C)c3)CC2)o1 | -14 | 4 | -47 | 0.7 | 0.1 | 0 | 2 | -5 | -14

A portion taken from the entries so far, for reference:
SMILES | S1P4 antag | BaF3 parental | eIF4E 4G PPI | S1P4 agonist | PERK inh | Wee1 stabilizer | Ba/F3 V617F tox | NPY2 pot ag | Mdm2 ligase inh
Cc1cc(N=Cc2cc(Br)ccc2O)no1 | -24 | 2 | -4 | 1.0 | -0.4 | -1 | 1 | 1 | -1
Cc1ccc(/C=C/C(=O)N2CCN(S(=O)(=O)c3ccc(C)c(C)c3)CC2)o1 | -14 | 4 | -47 | 0.7 | 0.1 | 0 | 2 | -5 | -14

(further entries)
SMILES | S1P4 antag | BaF3 parental | eIF4E 4G PPI | S1P4 agonist | PERK inh | Wee1 stabilizer | Ba/F3 V617F tox | NPY2 pot ag | Mdm2 ligase inh
N#C/C(=C\c1ccc(-c2ccc(C(=O)O)cc2)o1)c1nc2ccccc2[nH]1 | -13 | 5 | 0 | 1.8 | 1.8 | 6 | 1 | -7 | -3
CCOC(=O)C1(C)C=C(Nc2ccc(O)cc2)C(=O)N1c1ccc(O)cc1 (centres undefined) | -7 | 6 | 13 | 0.2 | 0.9 | 0 | 0 | 3 | 9
CCOC(=O)c1sc(-c2ccc(F)cc2)cc1NC(=O)Nc1ccccc1OC | -17 | 0 | 0 | 1.3 | 0.8 | -4 | -3 | -7 | -18
Cc1c(O)nc(SCC(=O)Nc2ccc3c4c(cccc24)CC3)n(-c2ccc(F)cc2)c1=O | -22 | 6 | 1 | 0.5 | -0.1 | -1 | 1 | 4 | -4
CS(=O)(=O)N1CCC(C(=O)Nc2ccc(Cl)c(Cl)c2)CC1 | -8 | -2 | 3 | 0.8 | 0.2 | 2 | -3 | 9 | 3
Cc1cccc(OCC(O)Cn2c(-n3nc(C)cc3C)nc3c2c(=O)[nH]c(=O)n3C)c1 (centres undefined) | -2 | 1 | 6 | 3.2 | -0.3 | 1 | -1 | -8 | 8
CC1CC(C)CN(CC(C)(C)NS(=O)(=O)c2ccc(Cl)cc2)C1 (centres undefined) | 18 | 8 | -15[fluorescence artefact?] | -1.5 | -1.6 | 1 | 3 | -19 | -5
CCOC(=O)C1(Cc2ccccc2C)CCCN(C(=O)c2cc(C3CC3)[nH]n2)C1 (centres undefined) | 3 | 8 | 1 | -0.3 | 0.6 | 9 | 1 | -4 | -3
CCOC(=O)C1CCN(C(=O)c2cccnc2Oc2ccccc2)CC1 | 17 | 7 | -7 | -1.9 | -0.9 | -1 | 2 | -21 | 2
CC(=O)Nc1ccc(S(=O)(=O)N[C@@H](C)C(=O)OCc2cc([N+](=O)[O-])cc3c2OCOC3)cc1 | 3 | -2 | -17 | 1.6 | 0.9 | 3 | -1 | 0 | x
O=C(CN1C(=O)c2ccccc2C1=O)NCc1ccccn1 | -13 | 5 | 3 | -0.6 | 0.1 | 1 | 5 | -4 | -19
Cc1[nH]ccc(=O)c1OCc1c(Cl)cccc1Cl | -16 | 2 | x | 0.8 | 0.7 | 0 | -2 | -4 | -19
COc1cc(NS(=O)(=O)c2ccc(N=Cc3c(C)[nH]n(-c4ccccc4)c3=O)cc2)nc(OC)n1 | -9 | 1 | 3 | -0.3 | 1.2 | -3 | 1 | 4 | -2
CSCc1cc(N2CCOCC2)nc(SCc2ccc(Cl)cc2Cl)n1 | -2 | 1 | 1 | -1.2 | -0.5 | 3 | -3 | -3 | 3
COc1cc2c(cc1OC)CN(C(=O)CSc1nnc3scc(-c4ccccc4)n13)CC2 | 3 | 9 | 5[fluorescence artefact?] | 0.8 | -0.2 | 0 | 4 | -12 | x
S=C(NCCN1CCOCC1)Nc1cccc(Cl)c1 | -10 | 5 | 2 | 1.9 | 1.3 | 15* | 4 | 5 | -6
COc1cc2c(cc1OC)CN(CC(=O)Nc1cccc(C)c1)CC2 | 6 | -3 | -3 | 1.3 | 0.1 | 2 | 2 | -10 | 9
COc1cc(Nc2nc3ccccc3n3nnnc23)cc(OC)c1OC | -2 | 8 | 4 | 6.3 | 0.6 | 2 | -2 | 13 | -5
COc1ccc(CNCCNC(=O)c2nonc2N)cc1OC | -2 | 3 | -1 | -0.6 | -1.2 | 1 | 2 | 1 | 2
O=C(CSc1ccccn1)Nc1nc2ccccc2s1 | -21 | 5 | -6 | 0.4 | 0.5 | 1 | -2 | -18 | 4
Cc1nc(-c2ccc(S(=O)(=O)Nc3cc(S(=O)(=O)N(C)C)ccc3C)s2)cs1 | -2 | 0 | 4 | 1.7 | 0.9 | -2 | -2 | -3 | 4
CCOCC(=O)Nc1nc2ccccc2s1 | 7 | 2 | 1 | 1.6 | 0.9 | 1 | -2 | 3 | -8
CCOc1ccc(C2c3[nH]c4ccccc4c3CCN2Cc2cccn2-c2ncccn2)cc1 (centres undefined) | 6 | 2 | -4 | -0.2 | -1.6 | -2 | -2 | -26 | -4
COc1cc(C(=O)NNC(=S)NC(=O)c2ccc(F)cc2)cc(OC)c1OC | 6 | 2 | -4 | 0.2 | -0.3 | -4 | -2 | -5 | -3
Cc1cc(C)n(CC(O)COCc2ccccc2)n1 (centres undefined) | -15 | 1 | 1[fluorescence artefact?] | -0.5 | -1.1 | -1 | -4 | -4 | 3
CCOC(=O)CNC(=O)CNC(=O)c1ccc(OC(C)C)cc1 | -8 | 1 | 5 | 0.8 | 1.7 | -2 | -7 | 12 | -7
Cc1ccc(NC(=O)CSc2ncn(-c3ccccc3)n2)cc1C | -20 | 6 | 4 | -1.6 | 1.7 | -2 | 0 | -21 | x
O=C(CSc1ncnc2ccccc12)Nc1ccc(N2CCOCC2)cc1 | -2 | 1 | -7 | 1.1 | 1.3 | 0 | -3 | -13 | -10
Cc1cc(C(=O)N/N=C/c2ccc(OCc3ccccc3)cc2)c(C)o1 | 3 | 3 | 2 | 0.9 | -0.3 | 5 | 5 | 1 | -14
CC(C)NC(=O)C1CCN(C(=O)N(C)C)CC1 | -10 | 3 | 6[fluorescence artefact?] | -0.6 | 0.4 | 1 | 2 | -3 | -10
COc1ccc2c(c1)C1CC(C)(NC(=O)C1S(=O)(=O)c1ccc(F)cc1)O2 (centres undefined) | -3 | 9 | 2 | 1.6 | 0.7 | -1 | 0 | 6 | 2

Hits appear at their usual frequency, and some 4.1% of all compounds hit somewhere here.
